Screening results: PubChem BioAssay, several laboratories
PERK inh – block of dimerizer-induced PERK translation repression, primary screen, PERK inhibitor project, CHO PERK-DD cells, SEAP luminescence, HTS; CHO PERK-DD fusion, SEAP luminescence translation reporter; 220,000 compounds, 0.17% hits; AID 1416, 2008; inhibition, % at 5.6 µM;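 active = inhibition above the mean inhibition of all tested compounds plus 3 SD, set separately per screening campaign, cut at about 2.9% in these data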;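 also: PERK kinase domain activated by AP20187 dimerizer at 100 nM; 0% = DMSO with dimerizer and 100% = rapamycin at 8.4 µM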
EP2 mod – EP2 receptor modulators, cAMP readout, primary screen, cell-based, HTRF cAMP, PGE2 stimulation. Prostaglandin E2 receptor EP2 subtype (Homo sapiens), P43116. EP2-expressing cells, cAMP HTRF FRET, PGE2 co-stimulation. induction, % at 25 µM. 260,000 compounds, 0.83% hits. AID 940, 2007;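 active = compounds whose cAMP rise, as percent of the full-agonist control response, exceeds 60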;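 also: rat C6 glioma line stably carrying human EP2 under a CMV promoter; the protocol text gives 20 µM as final concentration; 100% = response of wells given 1 µM PGE2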
Target sequence (P43116 whole entry, looked up): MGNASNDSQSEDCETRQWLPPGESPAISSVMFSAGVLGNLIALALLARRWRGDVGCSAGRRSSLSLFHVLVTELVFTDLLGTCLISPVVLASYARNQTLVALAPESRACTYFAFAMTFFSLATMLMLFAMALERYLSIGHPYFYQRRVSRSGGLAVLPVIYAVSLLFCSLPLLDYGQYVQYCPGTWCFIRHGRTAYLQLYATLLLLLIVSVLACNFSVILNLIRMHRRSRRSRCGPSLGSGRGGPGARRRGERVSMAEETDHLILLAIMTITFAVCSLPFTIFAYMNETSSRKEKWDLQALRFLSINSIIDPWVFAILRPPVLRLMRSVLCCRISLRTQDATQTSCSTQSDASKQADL
S1P4 ag – S1P4 receptor agonists, primary screen, cell-based; Sphingosine 1-phosphate receptor 4 (Homo sapiens), O95977; S1P4-expressing cell line, agonist reporter assay; activation, % at 4.98 µM; 220,000 compounds, 0.35% hits; AID 1509, 2009; in the data active = activation above about 11%;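 also: 0% = DMSO vehicle and 100% = reference agonist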
BaF3 parental – parental Ba/F3 cell viability inhibition, counter-screen for JAK2V617F inhibitor project, murine pro-B, CellTiter-Glo luminescence. CellTiter-Glo ATP luminescence. inhibition, % at 5.6 µM. 220,000 compounds, 1.1% hits. AID 1486, 2009;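 active = inhibition above a per-campaign cutoff, the mean inhibition of all tested compounds plus 3 SD, cut at about 27% in these data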;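 also: 0% = DMSO wells and 100% = JAK Inhibitor I control wells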
Calpain2 inh – inhibitors of pig calpain II, primary screen, biochemical, fluorogenic peptide substrate, 1536-well. purified calpain II, 30 min. inhibition, % at 16 µM. 220,000 compounds, 0.37% hits. AID 1236, 2008;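 active = inhibition above about 50%, limit read from the data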
Ba/F3 V617F tox – reduced viability of JAK2V617F-dependent Ba/F3 cells, primary screen, JAK2V617F inhibitor project, cell-based, Ba/F3 EpoR-JAK2V617F, luminescence; ATP luminescence; inhibition, % at 5.6 µM; 220,000 compounds, 1.1% hits;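 active = inhibition above the campaign mean plus 3 SD over all tested compounds, cut at about 24% in these data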;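 also: cytokine-independent growth of Ba/F3 cells driven by EpoR plus mutant JAK2; 0% = DMSO-treated cells and 100% = JAK inhibitor I control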
TRPML3 agonist – human TRPML3 channel agonists, primary screen, cell-based, HEK293 TRPML3-YFP, Fluo-8 calcium fluorescence, 3 µM; 220,000 compounds, 0.29% hits; 100% = the carbachol control signal; Mucolipin-3 (Homo sapiens), Q8TDD5; activation, % at 3 µM;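 active = activation above its plate's cutoff, the mean activation of the plate's test wells plus 3 SD, cut at about 12% in these data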;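 also: 0% = DMSO only wells and 100% = carbachol wells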
Target sequence (Q8TDD5 whole entry, looked up): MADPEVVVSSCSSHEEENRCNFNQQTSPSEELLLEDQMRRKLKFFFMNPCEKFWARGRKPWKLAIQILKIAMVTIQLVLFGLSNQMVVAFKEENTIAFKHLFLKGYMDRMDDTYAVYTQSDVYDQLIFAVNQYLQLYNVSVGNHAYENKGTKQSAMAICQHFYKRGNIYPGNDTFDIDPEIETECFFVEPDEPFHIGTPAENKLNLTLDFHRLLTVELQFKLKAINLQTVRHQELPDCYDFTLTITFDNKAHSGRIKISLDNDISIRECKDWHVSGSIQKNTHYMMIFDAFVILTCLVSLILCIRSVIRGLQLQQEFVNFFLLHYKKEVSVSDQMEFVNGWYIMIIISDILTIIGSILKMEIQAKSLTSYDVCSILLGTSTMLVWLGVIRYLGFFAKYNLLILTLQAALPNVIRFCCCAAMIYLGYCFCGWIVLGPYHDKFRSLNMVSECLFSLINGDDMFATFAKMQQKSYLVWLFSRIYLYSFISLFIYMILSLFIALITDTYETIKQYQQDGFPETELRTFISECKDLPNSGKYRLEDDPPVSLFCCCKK
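Test system – HEK293 line with stable expression of human TRPML3-YFP channel · Control set – carbachol 87 µM final as high control (100%), DMSO as low control (0%) · Signal – Fluo-8 calcium dye fluorescence, ex 470-495, em 515-575 nm · Incubation – 1-h 37 °C dye load, 5-s basal, 120-s post-compound reads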
S1P4 antag – S1P4 receptor antagonists, primary screen, cell-based | Sphingosine 1-phosphate receptor 4 (Homo sapiens), O95977 | S1P4-expressing cells, antagonist mode, reporter read-out | inhibition, % at 4.98 µM | 220,000 compounds, 0.26% hits | AID 1510, 2009; in the data active = inhibition above about 29%;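 also: 0% = wells stimulated with agonist and 100% = vehicle wells without agonist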
TRPN1 ag – zebrafish TRPN1 channel agonists, primary screen, cell-based, HEK293, calcium fluorescence; 220,000 compounds, 0.18% hits; AID 1424, 2008; HEK293 zebrafish TRPN1-YFP, Fluo-8 calcium fluorescence; 100% = response to 87 µM carbachol; activation, % at 3 µM;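 active = activation above its plate's cutoff, the mean activation of test wells on that plate plus 3 SD, cut at about 19% in these data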;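 also: 0% = DMSO alone and 100% = 87 µM carbachol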
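Assay system: Zebrafish TRPN1-YFP in HEK293 cells | Incubation: Dye loading 1 h at 37 °C, then 30 min room temperature | Measured by: Kinetic Fluo-8 fluorescence, ex 470-495, em 515-575 nm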
* hit, by the source's call; i = inactive; & = joins results of further samples. This is a random part of the collection, and some 3.6% of all compounds hit somewhere here.

Preview (4 entries):
The line under a structure holds: PERK inh	EP2 mod	S1P4 ag	BaF3 parental	Calpain2 inh	Ba/F3 V617F tox	TRPML3 agonist	S1P4 antag	TRPN1 ag
Cc1ccc2nc3ccc(N4CCN(C)CC4)nn3c(=O)c2c1
→ -0.9	-10	0.7	8	-366	0	-0.1	-2	-0.3
COCCN1C(=S)NC(c2cccc(C(F)(F)F)c2)C(C(=O)N2CCOCC2)=C1C (stereo not given)
→ 2.3	3	-1.3	-2	10	-2	0.4	-2	-2.1
Cc1cc(NS(=O)(=O)c2ccc(C3CCCCC3)cc2)no1
→ 0.4	24	-1.0	2	-6	2	-0.1	-5	0.4
Cc1cc(-n2cnc(-c3cn[nH]c3C)n2)no1
→ 2.1	6	-0.6	-2	2	0	1.1	-3	1.9

The listing, repeating the preview:
The line under a structure holds: PERK inh	EP2 mod	S1P4 ag	BaF3 parental	Calpain2 inh	Ba/F3 V617F tox	TRPML3 agonist	S1P4 antag	TRPN1 ag
Cc1ccc2nc3ccc(N4CCN(C)CC4)nn3c(=O)c2c1
→ -0.9	-10	0.7	8	-366	0	-0.1	-2	-0.3
COCCN1C(=S)NC(c2cccc(C(F)(F)F)c2)C(C(=O)N2CCOCC2)=C1C (stereo not given)
→ 2.3	3	-1.3	-2	10	-2	0.4	-2	-2.1
Cc1cc(NS(=O)(=O)c2ccc(C3CCCCC3)cc2)no1
→ 0.4	24	-1.0	2	-6	2	-0.1	-5	0.4
Cc1cc(-n2cnc(-c3cn[nH]c3C)n2)no1
→ 2.1	6	-0.6	-2	2	0	1.1	-3	1.9
CCCc1sc(N2CCCC(C(N)=O)C2)nc1-c1ccccc1 (stereo not given)
→ 0.3	21	1.6	1	3	-1	-0.1	-26	-0.1
CC1=CC(=O)OC1Cc1ccncc1 (stereo not given)
→ 0.8	1	1.5	2	-5	0	0.6	2	-0.9
Cc1cccc(C)c1OCC(=O)NNC(=O)c1ccoc1C
→ 0.3	20	-1.9	1	-7	-3	0.1	22	-0.1
CCCOc1ccc(Cl)cc1CNc1ccccc1
→ 1.6	73*	1.3	6	10	1	0.0	-2	-0.8
CCCC(C(=O)NCC1CCCO1)N(Cc1ccco1)C(=O)CNS(=O)(=O)c1ccccc1 (stereo not given)
→ -0.4	21	0.2	4	-14	-1	0.1	-17	0.7
O=C(O)c1ccccc1C(=O)Nc1ccc(S(=O)(=O)NC2CCCCC2)cc1
→ 0.3	36	0.5	1	-10	-3	0.8	-4	1.0
CCOc1ccc2nc(NC(=O)CS(=O)(=O)c3ccccc3)sc2c1
→ -1.8	9	1.2	7	6	3	-0.2	-5	-0.6
Cc1ccc(NC(=O)CSc2ncccn2)c([N+](=O)[O-])c1
→ 0.5	-32	0.1	10	23	2	0.1	-1	2.1
CCSc1ncc(/C=N/Nc2ccccc2)n1C
→ 0.0	-11	2.1	0	12	-2	0.0	-14	-0.7
Cc1sc2c(c1C)CN(CCN1CCOCC1)CN2C(=O)c1ccccc1
→ 0.1	15	-1.9	3	-30	-1	0.8	7	-0.1
O=C(c1ccccc1)c1cc(-c2ccccn2)c(N2CCOCC2)s1
→ -1.8	24	2.4	3	7	3	-1.3	9	-0.1
Cc1ccc(-c2nc3cc(C)ccc3o2)cc1
→ 1.4	8	-0.1	2	-39	-4	0.8	-12	-0.4
CCCN(Cc1cc2cccc(C)c2[nH]c1=O)S(C)(=O)=O
→ -0.3	2	-0.7	3	-4	2	0.5	-6	-0.2
N#Cc1ccc(COC(=O)c2ccccn2)cc1
→ 1.1	26	-0.9	2	-8	-1	0.8	-7	-0.5
Cc1[nH]nc2c1C(c1cccc(OC(=O)N3CCOCC3)c1)C(C#N)=C(N)O2 (stereo not given)
→ 1.1	20	-1.6	3	9	-2	0.6	-15	2.0
Cc1cc(NC(=O)C2CCN(S(=O)(=O)c3cccs3)CC2)no1
→ -0.6	-4	-0.5	1	26	4	0.1	-25	0.0
CS(=O)(=O)N(CCc1ccccc1)CC(N)=O
→ -0.7	6	0.9	-1	14	0	0.6	-18	0.2
CCCC(=O)NC(=S)Nc1ccccc1N1CCOCC1
→ 0.4	5	1.8	3	0	-1	0.3	-1	-0.5
Clc1ccc(-c2noc(COc3ccccc3)n2)cc1
→ 0.1	45	2.7	0	-18	-3	0.3	-23	0.8
NC(=S)NNc1ccc(Cl)c(Cl)c1
→ -0.2	-13	2.2	4	15	3	0.8	1	1.0
Cc1ccc(NC(=O)c2ccccc2OCC(=O)Nc2cccc(Cl)c2C)nc1
→ 2.0	2	-4.6	2	25	-4	-0.6	-5	-1.9
CC(=O)Nc1nc(C)c(Oc2ccccc2)c(=O)[nH]1
→ 0.9	9	-0.7	-2	-61	-3	1.2	3	1.3
C=CCOC(=O)CSCC(NC(=O)OC(C)(C)C)C(=O)OCC (stereo not given)
→ 1.4	36	2.6	5	-15	-4	-0.5	-5	1.2
CCOc1cc(-c2nc(-c3ccncc3)no2)cc(OCC)c1OCC
→ 0.9	19	-0.4	4	-14	0	1.0	-2	-0.2
O=C(Cc1ccc(-n2c(=O)c3ccccc3n(CC(=O)Nc3ccc(F)cc3F)c2=O)cc1)NCc1ccco1
→ 0.6	12	0.3	8	-32	1	1.0	-7	0.4
CCOC(=O)C(Cc1ccccc1)(NC(C)=O)C(=O)OCC
→ 1.0	85*	-1.9	6	-11	-2	0.6	-15	-0.2
CC(Oc1ccccc1)c1ccnc(N)n1 (stereo not given)
→ 1.2	5	-0.4	3	19	5	0.2	-11	-0.6
COC(=O)Cc1c(C)c2ccc(O)c(CN3CCCC(C)C3)c2oc1=O (stereo not given)
→ 0.0	4	7.4	2	i	1	0.6	1	-0.4
Cn1c(=O)[nH]c(=O)c2c1nc(SCC(=O)O)n2CCc1ccccc1
→ 0.5	-6	1.7	-1	-30	4	1.0	1	1.2
CCOC(=O)c1cnc(SC)nc1Oc1cccc(NS(=O)(=O)c2ccc(Cl)cc2)c1
→ 0.8	20	0.4	11	1	2	0.9	-2	1.2
COc1cc(N)ccc1C(=O)O
→ 0.3	18	-1.0	3	-32	2	0.9	-5	1.8
CCOC(=O)C1CCCN(C(=O)CSCc2ccccc2)C1 (stereo not given)
→ -0.1	-2	0.3	4	-6	-1	0.3	-15	0.7
O=C1C2ON(c3ccccc3)C(c3ccncc3)C2C(=O)N1c1ccc(Br)cc1 (stereo not given)
→ 0.2	-10	1.0	5	11	1	-0.3	-17	0.0
CCC(=O)C1CCCN(C(=O)c2ccc(OC3CCN(C(=O)c4cccnc4)CC3)cc2)C1 (stereo not given)
→ 0.4	5	0.9	9	-7	0	0.8	-2	1.0
CCc1ccc(NC(=O)C2CCCN(S(=O)(=O)c3c(C)[nH]c(=O)[nH]c3=O)C2)cc1 (stereo not given)
→ 1.1	21	0.7	2	-21	-3	0.6	-17	0.1
S=C1N(c2ccccc2)CN(CCN2CCOCC2)CN1c1ccccc1
→ 1.3	6	0.7	-1	8	4	0.2	2	1.7
CC1CCN(c2c(NCc3ccc(C(=O)NCc4ccccc4)cc3)c(=O)c2=O)CC1
→ -0.1	-7	1.3	0	19	1	0.1	3	1.8
O=C(Cc1ccccc1)N(c1ccc(F)cc1)C1C=CS(=O)(=O)C1 (stereo not given)
→ 1.1	18	1.1	4	-21	0	0.5	-7	0.8
COC(=O)C1=C(C)N(CCc2ccccc2)C(=O)C1(NS(=O)(=O)c1ccc(NC(C)=O)cc1)C(F)(F)F (stereo not given)
→ 0.0	-2	1.9	4	-34	-3	0.4	4	1.1
CCOC(=O)c1[nH]cnc1C(=O)Nc1ccccc1
→ 0.6	-6	2.2	2	-10	-4	0.6	-31	1.3
CCCCNS(=O)(=O)c1ccc(NS(=O)(=O)c2c(C)cc(C)cc2C)cc1
→ 0.3	16	2.1	7	-8	-2	-0.6	-1	0.0
CCCC1C(C#N)=C(N)Oc2cc(C)n(C)c(=O)c21 (stereo not given)
→ 0.3	22	1.2	0	-36	-2	0.7	-10	0.8
CC(CCc1ccccc1)NC(=O)CN1CCN(Cc2ccccc2)C1=O (stereo not given)
→ -0.9	24	0.1	9	2	0	-1.1	-5	-0.2
O=[N+]([O-])c1cccc(/C=C/c2ccccn2)c1
→ 0.0	-73	-0.5	3	8	6	-0.1	1	0.7
COCCCn1c(CCC(=O)O)ccc1-c1cccs1
→ 0.7	11	1.2	4	i	-3	0.7	-5	0.4
Cc1nn(Cc2cccc(C(=O)Nn3cc([N+](=O)[O-])cn3)c2)c(C)c1[N+](=O)[O-]
→ 0.9	12	-1.4	6	7	-1	0.8	1	0.4
O=c1c(-c2ccccc2)c(O)c2cccc3c2n1CCC3
→ 0.5	25	-1.4	4	4	-2	-0.7	-12	-0.5
N#C/C(=C\c1ccncc1)C(N)=O
→ 1.2	21	-0.3	1	-7	2	0.5	-7	0.6
COc1cc(/C=C2/SC(=S)N(CC(=O)NC(C)(C)C)C2=O)cc(OC)c1OC
→ -0.1	-8	-0.1	5	-10	2	1.4	0	-1.0
COc1ccc(C(=O)C[n+]2ccc3c(c2)nc(-c2cc(OC)c(OC)cc2OC)n3C)cc1
→ 0.5	24	-0.1	1	28	6	0.6	-13	0.9
CC(=O)Nc1ccc(-c2nnn(CC(=O)Nc3ccc4c(c3)OCO4)n2)cc1Cl
→ 1.3	-57&-10	0.7	-3	-22	-4	0.1	-12	-0.5
COc1ccc(NC(=S)Nc2ccc(N)c([N+](=O)[O-])c2)cc1
→ 0.3	-37	0.8	0	-11	-2	-0.3	-19	-0.8
CCOc1ccccc1NC(=O)NS(=O)(=O)c1ccc(C)cc1
→ -0.4	-11	0.9	2	26	4	0.1	-13	0.1
COc1ccc(CC(=O)NNC(=O)CCC(=O)Nc2cc(C)ccc2C)cc1
→ 0.7	12	2.0	2	-1	3	1.0	-22	2.2
O=C(N/N=C/c1c[nH]c2ccccc12)c1ccncc1
→ 0.8	-31	0.5	4	20	-4	0.9	-5	0.0
O=C(/C=C/c1ccccc1)NC(NC(=S)Nc1cccc(Cl)c1)C(Cl)(Cl)Cl (stereo not given)
→ 0.1	4	-0.3	2	-6	-3	-0.2	-15	0.4
CN(Cc1ccsc1)C(=O)CCc1nnc(CCCc2ccccc2)o1
→ -0.2	-8	0.8	4	-7	-2	0.6	4	0.0
CCOc1ccc(NC2=NC(C)(C)N=C(N)N2)cc1
→ 0.9	31	0.0	26	6	41*	1.4	-13	0.2
Cc1ccc2nc(SCC(=O)Nc3ncccn3)[nH]c2c1
→ 1.1	4	0.1	-3	-25	2	-0.1	-9	-0.2
